EPAC1 agonist = agonists of human EPAC1 | O95398 | EPAC1 agonist qHTS, biochemical assay; response scale: 100% = response to 6.5 mM cAMP | Potency, µM (highest dose often 154 µM), without a hit: top-dose activation, actives largely listed as activators | 360,000 tested, 0.073% active; also: potency is read from the fitted curve at half-maximal effect; nearly all actives have a fitted effect of over 60% in size
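Fluorescent GDP-exchange assay: 100 nM EPAC1 with 250 nM Rap1B preloaded with BODIPY-GDP and 50 uM GDP; compounds tested as concentration series, 5 min at room temperature, then read every 5 min for 30 min (ex 480/em 540 nm); normalized to 6.5 mM cAMP.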
HEK293 tox = cytotoxicity counter-screen for GLP-1 receptor inverse agonists. Potency, µM (series often up to 38.3 µM), inactives show at the top dose activity change, negative = inhibition, most hits filed as inhibitors. 410,000 tested, 0.13% active. HEK293 cAMP-luciferase reporter cells, luminescence, 24 h;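 also: loss of luciferase light is scored as toxicity; potency is read from the fitted curve at half-maximal effect; % is scaled to controls: 0 for no effect and ±100 for the full control effect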
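Here, cytotoxicity is scored as loss of luminescence. The MLSMR collection was tested on cells seeded in medium containing 10% Nu serum, with a 24 hr compound exposure preceded by 12 hours of culture.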
PLK1 PBD inh = PLK1 (human) polo-box domain binding inhibition; 360,000 tested, 2.8% active; AID 720504; Plk1 PBD binding of FITC phosphopeptide, fluorescence polarization; Potency, µM, for the others: max response, negative = inhibition, actives largely listed as inhibitors; also: potency is read from the fitted curve at half-maximal effect; series mostly up to about 57 µM; % is scaled to controls: 0 for no effect and ±100 for the full control effect; nearly all actives have a fitted effect of over 65% in size
Target sequence (P53350 whole entry, looked up, the tested form may be a part): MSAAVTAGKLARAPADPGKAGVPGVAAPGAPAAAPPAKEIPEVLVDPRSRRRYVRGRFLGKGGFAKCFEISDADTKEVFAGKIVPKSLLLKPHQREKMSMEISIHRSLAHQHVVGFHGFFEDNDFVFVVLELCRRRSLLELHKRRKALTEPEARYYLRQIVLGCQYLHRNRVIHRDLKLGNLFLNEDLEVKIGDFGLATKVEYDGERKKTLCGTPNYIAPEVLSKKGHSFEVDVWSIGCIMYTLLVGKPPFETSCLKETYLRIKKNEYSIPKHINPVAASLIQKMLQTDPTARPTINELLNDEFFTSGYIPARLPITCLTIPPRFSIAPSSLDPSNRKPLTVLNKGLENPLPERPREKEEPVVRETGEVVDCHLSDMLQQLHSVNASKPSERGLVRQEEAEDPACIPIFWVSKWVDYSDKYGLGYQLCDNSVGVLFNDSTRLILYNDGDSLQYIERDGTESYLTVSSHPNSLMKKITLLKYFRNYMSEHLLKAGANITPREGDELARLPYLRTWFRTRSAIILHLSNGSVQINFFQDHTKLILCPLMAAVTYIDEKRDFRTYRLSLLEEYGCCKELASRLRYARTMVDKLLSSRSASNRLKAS
EPAC1 antag = antagonists of human EPAC1; O95398; EPAC1 GEF assay, Rap1b-BODIPY-GDP exchange fluorescence; Potency, µM (series often up to 115 µM), without a hit: at the highest dose activity change, negative = inhibition, usual class: inhibitors; 360,000 tested, 0.14% active; AID 720709;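 also: potency is read from the fitted curve at half-maximal effect; plate controls were vehicle for no effect and positive control for full effect; nearly all actives have a fitted effect of over 50% in size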
GLP1R inv ag = acts as inverse agonist at human GLP-1 receptor | P43220 | HEK293 GLP-1R CRE-luciferase, luminescence, 24 h; GLP-1R form is constitutively active | Potency, µM (top dose mostly 38.3 µM), without a hit: at the highest dose activity change, negative = inhibition, most hits filed as inhibitors | 410,000 tested, 1.6% active | AID 624417; also: potency is read from the fitted curve at half-maximal effect; % is scaled to controls: 0 for no effect and ±100 for the full control effect; nearly all actives have a fitted effect of over 55% in size
Target sequence (P43220 whole entry, looked up): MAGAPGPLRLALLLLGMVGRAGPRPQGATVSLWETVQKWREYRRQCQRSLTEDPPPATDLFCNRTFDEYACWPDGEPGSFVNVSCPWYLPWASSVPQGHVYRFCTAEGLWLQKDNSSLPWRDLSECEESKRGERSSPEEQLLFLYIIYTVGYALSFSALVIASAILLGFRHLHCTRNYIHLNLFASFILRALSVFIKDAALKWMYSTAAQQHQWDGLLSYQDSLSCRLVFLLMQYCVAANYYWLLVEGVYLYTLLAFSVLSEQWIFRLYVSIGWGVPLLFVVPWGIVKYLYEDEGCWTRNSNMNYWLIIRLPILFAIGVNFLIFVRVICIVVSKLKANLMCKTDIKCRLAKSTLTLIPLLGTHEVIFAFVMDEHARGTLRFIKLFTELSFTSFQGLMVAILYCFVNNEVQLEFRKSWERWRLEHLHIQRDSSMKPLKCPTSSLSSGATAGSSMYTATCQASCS
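Stable HEK293 clone (constitutively active GLP-1R + cAMP-response luciferase); 200 cells/uL plated, 12 h pre-culture, compound 24 hr, 37 deg C/5% CO2; detection reagent 12 min RT; luminescence.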
IL-2 act = activates IL-2 in a cell-based reporter assay | IL-2 activation reporter assay, cell-based qHTS; stimulated with anti-CD3/CD4/CD28 beads; in transgenic mouse T cells | activation, % (series mostly up to about 46 µM) | 360,000 tested, 0.065% active | AID 652025; in the data active = activation above about 50%; inconclusive = mostly about 30% to 49%; also: 0% is about no effect
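Unstimulated transgenic mouse T cells preincubated 60 min with compound, then stimulated with anti-CD3/anti-CD4-coated beads plus anti-CD28 for 18 h at 37 degrees C. IL-2 response read as EGFP and DsRed fluorescence by plate cytometry.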
PTHR1 ag = agonists of human PTHR1 parathyroid hormone receptor | HEK293 GP2 PTHR1 cells, GloSensor cAMP luminescence, 1 h | 410,000 tested, 0.075% active | Q03431 | Potency, µM (top dose mostly 115 µM), inactives show at the top dose activation, usual class: activators; also: potency is read from the fitted curve at half-maximal effect; nearly all actives have a fitted effect of over 55% in size; some results filed as inactive show a strong effect at the top dose; inactives centre near -15; many of its hits are not listed in these tables
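HEK-293-derived GP2 cells expressing PTHR1 and a GloSensor cAMP reporter, 3,000/well, plated overnight, given luciferin plus IBMX (each 0.5 mM as added) for 1 h at 37 °C, then compound for 1 h at 37 °C. Luminescence was read after 15 min at room temperature.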
PI5P4Ka inh = PI5P4K alpha (human) kinase inhibition. AID 652105. P48426. max response, %. PI5P4Kalpha enzyme, ADP-Glo luminescence, 60 min; stronger effect = lower value. 330,000 tested, 1.2% active; active = max response of -50% or lower; inconclusive = between -30% and -50%; inactive = -30% or higher; also: value at the top dose of about 77 µM; % is scaled to controls: 0 for no effect and ±100 for the full control effect
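PI5P4Kalpha ADP-Glo assay; 5 microM ATP final; 60 min RT reaction; HEPES pH 7.4/EGTA/CHAPS, 5% DMSO; controls lacking substrate or enzyme; luminescent end-point.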
GLP1R ag = activates the human GLP-1 receptor. P43220. HEK293 GLP-1R CRE-luciferase, luminescence, 4-6 h; cells express a hypersensitive GLP-1R form. Potency, µM (doses to about 45.6 µM), inactives show at the highest dose activation, most hits filed as activators. 380,000 tested, 0.007% active. AID 624172; also: potency is read from the fitted curve at half-maximal effect; % of control where 0% means no effect
* hit, by the source's call; i = inactive; ? = inconclusive; · = no result given; [ ] = dose if it differs, or a comment. Unless noted, calls follow the shape of the dose curve; as a rule, active = well fitted curve in the direction sought with a large enough effect; inconclusive = small, poorly fitted or top-dose-only effect, or another doubt; inactive = no such curve, though single readings can be large; an effect the other way counts as inactive or inconclusive.

SMILES	EPAC1 agonist	HEK293 tox	PLK1 PBD inh	EPAC1 antag	GLP1R inv ag	IL-2 act	PTHR1 ag	PI5P4Ka inh	GLP1R ag
COc1ccc(CCc2nnc(CCC(=O)NCc3ccc4ncccc4c3)o2)cc1	7%	8%[7.66 µM]	-6%	-7%	2%[7.66 µM]	4.7	-9%	-3	5%
O=C(Cn1c(=O)n(-c2ccccc2)c(=O)c2c3c(sc21)CCCC3)Nc1ccccc1	·	-9%	·	·	-1%	·	-24%	·	-1%
C[C@@H]1NC(=O)c2cc([N+](=O)[O-])cc(I)c2NCCCC[C@@H](C(N)=O)NC(=O)[C@H](CCC(=O)O)NC1=O	-10%	?	-12%	-7%	20%	-0.4	-10%	-3	-2%
O=C(Nc1ccc(-c2nc3ccccc3[nH]2)cc1)c1ccc2c(c1)OCO2	3%	-23%	-4%	-3%	-23%	-1.4	i	·	-2%
O=C(c1cccc(C(F)(F)F)c1)C1CCCN(Cc2cccn2-c2ccccn2)C1 (stereo not drawn)	5%	-10%	-14%	8%	?	-0.4	i	-5	-1%
COc1ccc(OC)c(C(=O)COC(=O)c2cc(C)oc2C)c1	15%	19%	0%	-24%	?	1.0	i	6	23%
Cc1ccc(-c2nnc(N3CCCCC3)c3ccccc23)cc1S(=O)(=O)N(C)C	-8%	-8%	-3%	21%	10%	1.8	-21%[57.5 µM]	·	14%
COC(=O)C(Cc1c[nH]c2ccccc12)NC(=O)CCNC(=O)c1ccco1 (stereo not drawn)	-8%	-27%	4%	7%	17%	-1.0	-21%	-6	-2%
COc1cccc2[nH]c3c(N4CCc5ccccc5C4)ncnc3c12	-1%	0%	-3%	-17%	28%	-5.4	20%	-2	8%
CCC(C(=O)OCC(=O)Nc1ccc(OC)cc1OC)c1ccccc1 (stereo not drawn)	1%	-1%	-19%	?	?	2.1	5%	12	10%
O=C(O)c1nn(Cc2nc3ccccc3o2)c(=O)c2ccccc12	-2%	0%	-3%	-2%	-9%	6.7	-2%	-7	8%
N#Cc1ccc(S(=O)(=O)N2CCc3[nH]c4ccc(F)cc4c3C2)cc1	-2%	0%	-2%	-17%	?	0.7	-11%	22	8%
O=C(Nc1nnc(-c2ccc(Br)cc2)o1)c1cccc(N2C(=O)CCC2=O)c1	-2%	5%	-4%	2%	-5%	-3.0	i	2	-10%
Cn1cc(/C=C(\NC(=O)c2ccccc2Cl)C(=O)N2CCOCC2)c2ccccc21	8%	-3%	-2%	10%	-18%	-3.8	i	3	6%
COc1cc(OC)c(C(=O)Nc2cccc3ccccc23)cc1OC	10%	-3%	-8%	-12%	6%	3.8	-9%	1	10%
Cc1ccc(CNC(=O)c2nnc(CS(=O)(=O)c3ccccc3)o2)cc1	-1%	-4%	-3%	-6%	-28%	-0.8	-25%	10	-3%
COc1ccccc1NC(=O)c1cc2ccccc2o1	12%	14%	4%	-3%	-9%	-0.1	-29%[57.5 µM]	1	2%
CCOC(=O)C1(CCOc2ccccc2)CCN(Cc2ccc(OC)c(COC)c2)CC1	-8%	?	-18%	6%	?	-1.0	-37%[inhibitor]	21	-2%
CCc1ccccc1NC(=O)CSc1nnc(CCNC(=O)OC(C)(C)C)o1	10%	0%	-6%	17%	-21%	1.9	i	6	11%
O=C(CCNC(=O)C1CCN(S(=O)(=O)c2ccc(F)cc2)CC1)NCc1ccc(Cl)cc1	-3%	2%	-9%	-15%	3%	2.8	-30%	4	-5%
Cc1ccccc1OCc1nnc(SC(C)C(=O)O)n1-c1ccccc1 (stereo not drawn)	9%	9%	-7%	9%	8%	-3.1	i	-54*	-4%
O=C(CCS(=O)(=O)Cc1ccccc1)N1CCN(Cc2ccccc2)CC1	10%	3%	-7%	8%	8%	2.5	-10%[57.5 µM]	·	0%
Cn1ncc(N=Cc2c(O)ccc3ccccc23)c1C(=O)N1CCOCC1	3%	0%	-4%	9%	7%	-2.3	i	0	1%
CCNC(=O)C1(C)CCN(C(=O)c2ccccc2)C1 (stereo not drawn)	3%	1%	-1%	-2%	20%	-0.2	i	-11	-3%
O=c1c2c(nc3c(-c4cccc5ccccc45)c[nH]n13)CCC2	4%	-4%	-17%	17%	-10%	-1.0	-5%	-15	-8%

PI5P4Ka inh: hit marks shown above
| Molecule | PLK1 PBD inh | EPAC1 antag | GLP1R inv ag | IL-2 act | PTHR1 ag | PI5P4Ka inh | GLP1R ag |
| --- | --- | --- | --- | --- | --- | --- | --- |
| Cc1ccccc1OCc1nnc(SC(C)C(=O)O)n1-c1ccccc1 (stereo not drawn) | -7% | 9% | 8% | -3.1 | i | -54* | -4% |

A few values from the entries so far.
PLK1 PBD inh, `O=C(Nc1ccc(-c2nc3ccccc3[nH]2)cc1)c1ccc2c(c1)OCO2` → -4%
GLP1R inv ag, `C[C@@H]1NC(=O)c2cc([N+](=O)[O-])cc(I)c2NCCCC[C@@H](C(N)=O)NC(=O)[C@H](CCC(=O)O)NC1=O` → 20%
PI5P4Ka inh, `CCC(C(=O)OCC(=O)Nc1ccc(OC)cc1OC)c1ccccc1` (stereo not drawn) → 12
PI5P4Ka inh, `COc1ccc(OC)c(C(=O)COC(=O)c2cc(C)oc2C)c1` → 6

Remaining list, next part.
SMILES	EPAC1 agonist	HEK293 tox	PLK1 PBD inh	EPAC1 antag	GLP1R inv ag	IL-2 act	PTHR1 ag	PI5P4Ka inh	GLP1R ag
CCOc1cc(C(N)=O)cc(Br)c1OCc1ccccc1	-2%	1%	-4%	-4%	-9%	0.1	-19%	-2	-6%
COc1ccc(CCNC(=O)c2nnn(-c3cc(C)cc(C)c3)c2N)cc1OC	18%	-2%	-9%	-18%	42%[activator]	-2.3	-34%[inhibitor][57.5 µM]	·	30%
COc1ccc(NC(=O)Cn2c(=O)n(CCc3ccccc3)c(=O)c3c4c(sc32)CCCC4)cc1	·	2%	·	·	-4%	·	i	·	-1%
COc1ccc(CNc2ncnc3cc(OC)c(OC)cc23)cc1	-6%	0%	-7%	-8%	47%[activator]	-2.1	i	2	28%
COc1ccc(C(CCNCc2ccc(OC)c(OC)c2)c2ccc(F)cc2)cc1 (stereo not drawn)	10%	0%	-1%	12%	-2%	-0.3	i	1	4%
CCCN1CCC(N2CCCC(C(=O)O)C2)CC1 (stereo not drawn)	1%	5%	-4%	12%	0%	-0.7	i	7	3%
O=C(N/N=C\c1cccc(F)c1)c1ccc(-c2ccccc2)cc1	-4%	1%	5%	3%	17%	-4.1	-37%[inhibitor]	0	-3%
Cc1cc(N/N=C/c2cccc(F)c2)nc(NCc2ccccc2)n1	2%	?	0%	-9%	?	3.2	-14%	-18	-1%
CCOC(=O)[C@]12CCCC=C1N(Cc1ccco1)C(=O)[C@H](CC(=O)NCCCOC)C2	6%	-6%	-10%	-6%	11%	1.6	i	-1	-8%
OCC1(Cc2ccc(F)cc2F)CCCN(Cc2ccc(Cl)cc2)C1 (stereo not drawn)	-16%	?	-7%	-21%	?	0.0	-93%[inhibitor]	3	-1%
CCOC(=O)N1CCC(n2c(SCC(=O)Nc3ccccc3OC)nc3ccccc3c2=O)CC1	15%	-19%	-1%	-5%	?	2.5	i	·	0%
Cc1ccc(-n2ncc(C(=O)O)c2C2CCN(C(=O)OC(C)(C)C)CC2)cc1	11%	-5%	-4%	-7%	0%	-1.3	i	2	-3%
COc1ccc([C@H]2CC(=O)C[C@@H](CCn3cc(CC4CCCC4)nn3)O2)cc1	-6%	-3%	3%	4%	21%	1.5	i	10	1%
COc1ccc(C(=O)NNC(=O)CSc2nc3c([nH]2)c(=O)n(C)c(=O)n3C)cc1	-8%	5%	1%	-2%	12%	-1.2	-13%	4	-5%
Cc1ccc(C(=O)NNC(=O)Cc2ccccc2)cc1	9%	3%	-9%	10%	-7%	-2.8	i	·	-11%
CCCC(C)NC(=O)CSc1nnc2ccccn12 (stereo not drawn)	11%	-1%	-9%	17%	9%	2.7	-26%	3	1%
Cc1cc(=O)oc2cc(OCC(=O)NCCc3nc4ccccc4[nH]3)ccc12	4%	13%	-8%	-4%	0%	-1.4	i	·	13%
Cc1ccc(O)c(NC(=S)NC(=O)Cc2ccc(Cl)cc2)c1	-7%	-8%	1%	1%	-15%	-0.7	i	-16	-1%
Cc1cccc(NC(=O)CSCc2cc(=O)n3nc(C4CC4)sc3n2)c1	2%	1%	-13%	-8%	9%	1.7	i	3	-3%
CCCN1Cc2cccc(C(=O)NCc3ccccc3OC)c2C1=O	8%	4%	-20%	-3%	0%	-1.6	i	-3	21%
O=C(/C=N/O)NCCN1CCCCC1	5%	-22%	-2%	-6%	-4%	-2.3	-7%[57.5 µM]	·	0%
C/C(N)=C(/C#N)C(=O)CN1C(=O)NC(Cc2c[nH]c3ccccc23)C1=O (stereo not drawn)	4%	1%	-3%	6%	4%	-0.1	i	-66*	1%
COC(=O)c1cc(C(=O)OC)n(Cc2ccc(F)cc2)n1	9%	-18%	-9%	1%	3%	1.7	i	·	-3%
Cc1ccnn1CCC(=O)N1CCCC(Nc2ccc(F)c(F)c2)C1 (stereo not drawn)	-14%	-6%	-12%	6%	16%	-3.4	i	-9	-3%

Pulled one by one from the list above (4):
SMILES	EPAC1 agonist	HEK293 tox	PLK1 PBD inh	EPAC1 antag	GLP1R inv ag	IL-2 act	PTHR1 ag	PI5P4Ka inh	GLP1R ag
COc1ccc(CCNC(=O)c2nnn(-c3cc(C)cc(C)c3)c2N)cc1OC	18%	-2%	-9%	-18%	42%[activator]	-2.3	-34%[inhibitor][57.5 µM]	·	30%
O=C(N/N=C\c1cccc(F)c1)c1ccc(-c2ccccc2)cc1	-4%	1%	5%	3%	17%	-4.1	-37%[inhibitor]	0	-3%
COc1ccc(CNc2ncnc3cc(OC)c(OC)cc23)cc1	-6%	0%	-7%	-8%	47%[activator]	-2.1	i	2	28%
Cc1ccnn1CCC(=O)N1CCCC(Nc2ccc(F)c(F)c2)C1 (stereo not drawn)	-14%	-6%	-12%	6%	16%	-3.4	i	-9	-3%

Some of the compounds tested, so the mix of outcomes need not match the whole.
